PHOSPHO1 block = blocks human PHOSPHO1 phosphatase activity | recombinant PHOSPHO1, absorbance phosphatase assay | inhibition, % at 13.3 µM | actives 1.1% (n = 290,000) | AID 1565; in the data active = inhibition above about 60%
Target sequence (Q8TCT1 whole entry, looked up): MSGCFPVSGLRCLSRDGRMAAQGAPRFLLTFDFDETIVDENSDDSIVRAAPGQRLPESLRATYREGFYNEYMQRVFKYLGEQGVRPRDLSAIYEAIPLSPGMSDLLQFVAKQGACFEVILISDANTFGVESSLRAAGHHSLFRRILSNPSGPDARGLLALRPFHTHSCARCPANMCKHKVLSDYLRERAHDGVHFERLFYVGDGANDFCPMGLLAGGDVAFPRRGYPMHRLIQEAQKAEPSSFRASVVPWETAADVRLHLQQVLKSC
DNA FID counter = displaces DNA intercalator in HCV helicase counter-screen | DNA fluorescent intercalator displacement, fluorescence | inhibition, % at 7.9 µM | actives 0.17% (n = 290,000) | AID 1845; in the data active = inhibition above about 37%;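 note: 0% = vehicle and 100% = reference compound; higher means more ethidium bromide displaced from hairpin DNA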
GPR7 antagonist = blocks human GPR7 receptor signaling | P48145 | GPR7-expressing cells, fluorescence antagonist assay | inhibition, % at 4.4 µM | actives 1.1% (n = 290,000) | AID 1861; in the data active = inhibition above about 16%, passing the limit was not always enough;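 note: cells stimulated with the agonist NPW; 0% = agonist with vehicle and 100% = vehicle without agonist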
Target sequence (P48145 whole entry, looked up): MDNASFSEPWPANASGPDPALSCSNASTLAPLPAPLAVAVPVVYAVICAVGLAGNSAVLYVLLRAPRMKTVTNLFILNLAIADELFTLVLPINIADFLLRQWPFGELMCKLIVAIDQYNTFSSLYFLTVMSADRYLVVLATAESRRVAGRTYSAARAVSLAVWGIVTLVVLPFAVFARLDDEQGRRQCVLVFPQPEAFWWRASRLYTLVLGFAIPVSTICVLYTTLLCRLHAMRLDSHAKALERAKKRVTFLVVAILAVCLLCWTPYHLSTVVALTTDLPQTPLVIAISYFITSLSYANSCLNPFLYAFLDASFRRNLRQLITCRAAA
OXTR ag = activates the human oxytocin receptor | P30559 | CHO-OTR cells, Fluo-8 calcium fluorescence; normalized: DMSO 0%, oxytocin 100% | activation, % at 3 µM | actives 0.32% (n = 320,000) | AID 2435;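 active = activation above the mean of all tested compounds plus 3 SD, cutoff set per screening run, cut at about 20% in these data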;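 note: peak over basal fluorescence ratio from a 100 s FLIPR kinetic read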
GalR3 antagonist = blocks the human galanin receptor 3. actives 0.44% (n = 360,000). O60755. inhibition, % at 3 µM. HEK293 GalR3-CNG cAMP membrane potential fluorescence; galR3 body fused to GalR1 C-terminus. AID 651719;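 active = inhibition above the screen-wide average plus 3 SD, cut at about 13% in these data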;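 note: forskolin and galanin both at EC90 stimulate the cells; cAMP rise reported by CNG channel membrane potential dye signal; 0% = forskolin plus galanin with DMSO and 100% = forskolin alone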
Target sequence (O60755 1-299 limits assumed): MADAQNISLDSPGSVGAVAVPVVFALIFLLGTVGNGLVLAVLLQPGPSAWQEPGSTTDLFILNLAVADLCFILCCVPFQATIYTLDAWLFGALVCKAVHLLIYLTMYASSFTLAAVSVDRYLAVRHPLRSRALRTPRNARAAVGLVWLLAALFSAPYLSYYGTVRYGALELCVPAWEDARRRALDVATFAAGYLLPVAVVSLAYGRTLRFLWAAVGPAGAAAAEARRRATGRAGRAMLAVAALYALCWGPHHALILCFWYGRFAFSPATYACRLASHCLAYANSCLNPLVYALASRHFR
HCV NS3 hel inh = blocks Hepatitis C virus NS3 helicase unwinding. inhibition, % at 10.9 µM. actives 0.56% (n = 290,000). NS3 helicase DNA unwinding, Cy5 molecular beacon fluorescence;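 active = inhibition above the mean of all tested compounds plus 3 SD, set per campaign, cut at about 35% in these data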;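 note: 0% = DMSO wells and 100% = thioflavine S control wells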
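Control set: DMSO versus 110 µM thioflavine S; Material: NS3 helicase fragment of HCV; Measured by: Cy5 fluorescence at 0 and 60 min, beacon hairpin quenching; Read-out basis: percent inhibition from t60/t0 fluorescence ratio; Times: reaction time 60 min, 25 °C; Repeats: single replicate; Compound dosing: single dose, 10.9 µM nominal final, DMSO 0.8% final.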
IMP-1 inh = blocks Pseudomonas aeruginosa IMP-1 metallo-beta-lactamase. purified IMP-1, nitrocefin hydrolysis, epi-absorbance fluorescence. inhibition, % at 5.6 µM. actives 0.45% (n = 290,000);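 active = inhibition above the mean plus 3 SD of all compounds in the same screening run, cut at about 4.5% in these data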;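 note: 0% = IMP-1 with DMSO and 100% = DMSO wells lacking enzyme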
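assay system = purified recombinant IMP-1 metallo-beta-lactamase enzyme | schedule = 15 min preincubation plus 25 min reaction at 25 °C | signal = Epi-absorbance fluorescence, 480 nm excitation, 530 nm emission | read-out basis = percent inhibition from optical density relative to buffer-blank wells | controls = IMP-1 with DMSO as 0%, enzyme-free DMSO as 100%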
VIM-2 inhibitor = blocks Pseudomonas aeruginosa VIM-2 metallo-beta-lactamase | purified VIM-2, nitrocefin hydrolysis, epi-absorbance fluorescence | inhibition, % at 5.6 µM | actives 0.89% (n = 290,000) | AID 1527;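 active = inhibition above the mean of all tested compounds plus 3 SD, cutoff set per screening run, cut at about 7.5% in these data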;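 note: red hydrolysis product quenches plate fluorescence so inhibitors raise well fluorescence; 0% = enzyme with DMSO and 100% = DMSO without enzyme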
V1aR counter = counter-screen for oxytocin receptor agonists: human V1a receptor agonists; CHO-V1R cells, Fluo-8 calcium fluorescence, agonist mode; 0% DMSO, 100% 3 nM vasopressin; actives 0.25% (n = 320,000); AID 2797; P37288; activation, % at 3 µM;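 active = activation above the mean activation of all tested compounds plus 3 SD, per screening run, cut at about 20% in these data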;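 note: signal is peak over basal fluorescence ratio across a 100 second FLIPR read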
* hit, by the source's call; . = not tested or not shown.

SMILES	PHOSPHO1 block	DNA FID counter	GPR7 antagonist	OXTR ag	GalR3 antagonist	HCV NS3 hel inh	IMP-1 inh	VIM-2 inhibitor	V1aR counter
O=C(CCN1C(=O)C2C3CCC(C3)C2C1=O)OCC(=O)c1ccccc1 (stereo unspecified)	36.0	-20.0	-17.2	.	-1.9	3.1	-1.4	-2.2	.
COc1cc(/C=N\NC(=O)c2ccc(-c3ccccc3)cc2)cc(OC)c1OC(C)=O	41.8	-46.1	-29.4	.	1.3	-10.8	-1.3	-0.7	.
c1ccc(CNc2ncnc3sc4c(c23)CCC4)nc1	27.6	-14.5	17.3	3.2	-1.6	8.9	-2.8	10.4*	2.4
CCOc1ccc(OCC)c(NC(=O)CSc2nnc(C3CC3)n2CC)c1	26.5	-28.7	0.7	0.8	-9.2	-2.6	-1.3	-1.6	-0.1
O=C(CN1C(=O)c2ccccc2C1=O)NCc1ccc(N2CCOCC2)cc1	37.7	1.5	-8.0	0.5	7.8	8.4	-1.3	-2.0	-0.4
COCCn1nnnc1C(c1cc2ccc(C)cc2[nH]c1=O)N(Cc1ccco1)Cc1cccs1 (stereo unspecified)	-6.0	-7.2	-12.2	-0.6	-0.1	3.2	-3.5	-4.5	-0.3
CC1CCCCC12NC(=O)N(CC(=O)Nc1sc3c(c1C(N)=O)CCC3)C2=O (stereo unspecified)	21.0	-13.4	-7.0	-1.5	-0.7	6.9	-4.5	-3.7	-1.1
Cc1cccc(-n2nc3c(c2NC(=O)C(C)C)CS(=O)(=O)C3)c1C	29.2	-9.1	-7.8	1.5	-11.5	7.7	-2.0	0.2	-0.1
C=CCNC(=O)CSc1nc2scc(-c3ccco3)c2c(=O)n1CC=C	28.5	-13.7	-15.1	-1.2	-3.9	13.4	-0.6	-1.1	2.4
O=C(O)Cc1sc(-c2ccc(Cl)cc2)nc1-c1ccccc1	11.2	-31.1	-6.8	-1.0	-3.5	17.9	-1.7	-0.8	1.1
O=C(NCCc1c[nH]c2ccccc12)C(=O)NCC1OCCN1S(=O)(=O)c1cc(F)ccc1F (stereo unspecified)	33.4	-23.4	0.6	1.1	-4.4	9.4	-1.7	-1.2	4.4
O=C(CSc1nc2ccccc2s1)c1ccc(O)cc1O	24.1	5.1	-8.1	5.9	-10.2	12.9	-1.5	-2.6	5.0
CCCCCCC(=O)N(O)C1CC(=O)N(c2ccc(F)cc2)C1=O (stereo unspecified)	24.6	-8.5	-12.8	-0.7	-0.2	-9.4	-2.1	-4.0	0.4
CN(Cc1ccccc1)C(=O)C1CCN(S(=O)(=O)c2ccc3nc4c(c(C(=O)O)c3c2)CCCC4)CC1	30.2	-19.4	15.7	-0.9	-8.8	16.1	5.5*	1.0	0.0
Cn1c(=O)c2c(nc(CN3CCN(C(=O)c4ccco4)CC3)n2Cc2ccccc2)n(C)c1=O	-17.9	-27.7	-6.9	0.3	-5.1	0.3	-5.6	-2.6	0.1
C/C(=N\Nc1ccc([N+](=O)[O-])cc1)c1cc2ccccc2o1	-38.8	12.2	-3.5	4.2	-2.4	-9.2	-1.5	-1.6	7.3
O=C1c2ccccc2C(O)(c2ncc[nH]2)N1C1CCCCC1 (stereo unspecified)	-11.0	1.1	-8.4	1.7	-1.9	-2.8	-2.7	-2.1	0.1
c1ccc2c(c1)nnn2CNc1nccs1	14.3	4.9	-7.8	-0.4	-3.2	-1.6	-1.5	-0.6	-0.5
CCc1n[nH]c(=S)n1/N=C/c1ccccn1	-2.4	-3.9	-18.1	-0.7	2.9	-2.2	-4.6	4.4	0.8
COc1ccc(NC(=O)C2CCCN(C(=O)Nc3cccc(OC)c3)C2)cc1 (stereo unspecified)	39.2	-26.1	-0.8	-1.1	-10.1	1.5	-0.7	0.4	0.5
O=C1c2ccccc2C(=O)N1CCC(=O)N1CCc2ccccc21	.	1.0	-9.5	.	-7.0	-2.5	-3.3	-2.7	.
Cc1ccc(O)c(NC(=O)Cc2ccc3ccccc3c2)c1	24.1	-7.6	-19.2	0.6	-7.8	1.3	-2.7	-1.0	0.5
CC(C)N=C1CC(C)(C)CC(=O)/C1=C(/O)CCCN1C(=O)c2ccccc2C1=O	6.4	-29.4	-7.2	-2.1	-3.7	-3.7	-1.7	-1.7	-1.1
Cc1c(Cl)cccc1NC(=O)CSC(N)=O	43.9	-2.9	-5.4	0.8	-4.4	6.3	-1.6	-3.6	0.2
O=C(Nc1ccc2c(c1)OCCO2)c1ccc(Br)c(S(=O)(=O)N2CCOCC2)c1	-2.2	-2.2	2.4	.	-5.9	-12.9	-0.5	-2.6	.

Following part.
SMILES	PHOSPHO1 block	DNA FID counter	GPR7 antagonist	OXTR ag	GalR3 antagonist	HCV NS3 hel inh	IMP-1 inh	VIM-2 inhibitor	V1aR counter
Cc1cc(C)cc(N(C(=O)c2csnn2)C(C(=O)NC(C)(C)C)c2ccccn2)c1 (stereo unspecified)	32.8	-18.2	-7.5	-0.3	-9.0	-1.3	-1.4	-5.9	1.1
Cc1ccc(NC(=O)c2ccncc2)cc1S(=O)(=O)N(C)C	7.7	0.5	-8.0	-0.5	0.7	-1.3	-3.7	-3.0	1.5
CCCCCCN=C(C)C1=C(O)C(C(=O)OC)C(C)(C)CC1=O (stereo unspecified)	-17.9	-12.0	-8.7	-2.0	-0.3	-5.2	2.5	1.3	-0.6
O=C(CSc1ccccc1)Nc1ccc(C(=O)Nc2cccc(O)c2)cc1	6.6	-4.4	-3.7	1.1	-4.8	-3.1	-3.3	-2.4	1.0
CCN(CC)C(=O)C(=O)N/N=C/c1ccc(Cl)cc1Cl	-5.1	-26.9	-12.3	-2.9	-3.9	-8.4	-3.2	-4.1	-0.2
Cc1cc(Nc2nnnn2-c2ccccc2)n(-c2ccccc2)n1	7.4	-14.0	25.0	0.4	-4.3	-14.4	0.1	-1.2	0.1
CC(C)(C)NS(=O)(=O)c1ccc(CCC(=O)NCc2ccco2)cc1	15.8	-16.0	-0.8	-0.2	-1.6	3.2	-3.1	-1.5	1.3
COc1cc(=O)[nH]c(=O)n1C(=O)Cc1ccccc1	25.8	2.1	-3.3	0.1	1.4	-2.6	-1.6	-0.2	0.6
Cc1ccnc(NC(=O)Nc2cccc(F)c2)n1	34.2	-0.2	-7.6	0.3	-4.5	5.7	0.5	-0.6	0.7
Cc1nc2ccc(F)cc2cc1C(=O)NCC1CCCO1 (stereo unspecified)	-6.9	-1.7	4.0	.	-1.1	1.8	-2.3	-3.6	.
COc1ccc(/C=C2\SC(=O)NC2=S)cc1OC	-7.4	1.9	6.0	29.3*	-6.3	4.7	6.8*	11.9*	36.1*
CNC(=S)N1CCN(c2ccc([N+](=O)[O-])cc2)CC1	-28.7	10.0	2.7	1.6	-1.8	-1.5	-2.5	3.8	2.0
CCC(=O)N(CC)C1=C(O)c2ccccc2C(=O)C1=O	-59.7	1.8	4.0	1.0	-4.5	-5.9	-1.6	0.5	-0.4
O=C(NCCc1ccccc1)c1ccccc1[N+](=O)[O-]	23.5	0.6	-9.8	-0.3	-9.2	0.6	-2.6	-2.1	0.9
COC(=O)Nc1ccc2c(c1)N(C(=O)CCN(C)C)c1ccccc1CC2	4.2	15.2	13.5	1.0	-5.3	-6.6	-3.3	-2.7	0.3
COC(=O)c1ccc(CNC(=O)COC(=O)Cc2ccsc2)cc1	32.8	-6.7	7.3	-0.8	0.2	7.9	0.0	-1.7	0.1
CCC(CC)N1CCN(Cc2nc3ccc([N+](=O)[O-])cc3c(=O)n2-c2ccccc2F)CC1	27.0	6.5	-14.1	-0.4	-8.6	-1.1	-1.8	0.0	-0.3
O=C(Nc1cccnc1)C1CCN(S(=O)(=O)c2cccc3nonc23)CC1	-9.2	6.3	-4.2	0.5	-4.1	4.1	0.6	-1.3	0.7
N#C/C(=C(/O)COC(=O)CSc1ccc2ccccc2c1)c1nc2ccccc2[nH]1	7.0	-7.8	7.3	9.0	-8.2	6.4	-2.0	-5.7	11.3
Cc1ccc(CSCC(=O)Nc2c(C)n(C)n(-c3ccccc3)c2=O)cc1	11.2	-9.2	-0.1	-1.2	-2.2	-5.3	-0.9	-3.1	-0.2
COc1ccc(OC)c(-c2nnc(SCC(=O)N3CCCC3)o2)c1	20.0	-18.8	-7.9	-1.2	-7.3	7.4	-3.3	-1.3	-0.6
CCOC(=O)N1CCC(NC(=O)c2cc3c(-c4cccc(OC)c4)nn(C)c3s2)CC1	15.7	-0.2	-4.9	-0.8	-1.6	-9.9	-0.9	-2.9	0.6
c1cncc(CNc2ncnc3sc4c(c23)CCC4)c1	4.7	-1.8	-12.9	2.5	-3.2	0.1	-2.6	-0.6	1.6
Cc1ccc(NC(=O)COC(=O)CCC(=O)c2cccs2)c(C)c1	16.2	-21.5	-1.3	-0.5	-5.5	6.8	-1.1	-4.1	-0.7
COc1ccc(/C=C/C(=O)NC(=S)N2CCSCC2)cc1	-47.7	-14.2	2.1	-1.1	-4.7	-3.6	-3.2	-3.3	0.1

Of the compounds above, these contain a tert-butyl group.
SMILES	PHOSPHO1 block	DNA FID counter	GPR7 antagonist	OXTR ag	GalR3 antagonist	HCV NS3 hel inh	IMP-1 inh	VIM-2 inhibitor	V1aR counter
Cc1cc(C)cc(N(C(=O)c2csnn2)C(C(=O)NC(C)(C)C)c2ccccn2)c1 (stereo unspecified)	32.8	-18.2	-7.5	-0.3	-9.0	-1.3	-1.4	-5.9	1.1
CC(C)(C)NS(=O)(=O)c1ccc(CCC(=O)NCc2ccco2)cc1	15.8	-16.0	-0.8	-0.2	-1.6	3.2	-3.1	-1.5	1.3

The list continues.
SMILES	PHOSPHO1 block	DNA FID counter	GPR7 antagonist	OXTR ag	GalR3 antagonist	HCV NS3 hel inh	IMP-1 inh	VIM-2 inhibitor	V1aR counter
O=C(CCC(=O)c1ccc(F)cc1)Nc1cc(Cl)cc(Cl)c1	22.9	4.9	-11.2	-0.5	-4.8	-3.0	-1.9	-0.3	0.9
O=C(c1ccc(S(=O)(=O)N2CCCC2)cc1)N1CCCCCC1	35.8	-9.5	-10.8	1.9	-0.1	0.8	-1.6	-1.6	1.3
COc1ccc(OC)c(NC(=O)Nc2ccc3c(c2)CCC3)c1	38.3	-13.1	-8.0	-1.3	-2.0	0.9	0.7	0.7	-1.1
Cc1ccccc1OCC(=O)OCC(=O)Nc1cc(C(F)(F)F)ccc1N1CCOCC1	3.5	-6.2	1.7	-1.4	-8.7	9.9	-2.8	-0.7	-0.9
O=C(CN1C(=O)C2C3C=CC(C3)C2C1=O)OCC(=O)c1ccccc1 (stereo unspecified)	-12.9	-15.0	-2.9	0.2	0.0	7.3	-1.3	-1.4	0.7
NC(=O)c1c(NC(=O)CN2C(=O)NC(Cc3ccccc3)C2=O)sc2c1CCC2 (stereo unspecified)	-12.7	-10.2	-1.7	0.2	-3.5	22.1	-0.9	-3.1	0.2
Nc1ncc(CN2CCCC(C(=O)Nc3ccc(-c4ccco4)cc3)C2)cn1 (stereo unspecified)	27.9	2.4	-6.4	0.2	-7.8	-63.1	-2.2	-3.3	0.3
COc1ccccc1NC(=O)c1sc2ncn(Cc3ccc(C)cc3)c(=O)c2c1C	13.6	-8.0	2.3	-1.3	-4.8	-5.3	-1.2	-1.0	0.3

Compound activity from PubChem.
